Screening data as filed in PubChem BioAssay.
IDH1 mut inh = blocks human IDH1 R132H reductase activity | O75874 | diaphorase/resazurin fluorescence, 60 min | inhibition, % at 10 µM | 70,000 tested, 0.18% active | AID 624101; in the data active means inhibition above about 34%;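 further: 0% = DMSO and 100% = no enzyme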
PRC2 inh = blocks human EZH2/PRC2 H3K27 methylation. DELFIA TRF, 1 h. inhibition, % at 12.5 µM. Q15910. AID 651548. 57,000 tested, 0.35% active;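 active means mean inhibition of replicates at least 50% and every single replicate also reaching 50%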;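 further: dimethyl H3K27 on biotinylated H3 21-44 peptide detected by antibody; plate controls were median neutral control wells for no effect and median positive control wells for full effect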
Target sequence (Q15910 whole entry, looked up): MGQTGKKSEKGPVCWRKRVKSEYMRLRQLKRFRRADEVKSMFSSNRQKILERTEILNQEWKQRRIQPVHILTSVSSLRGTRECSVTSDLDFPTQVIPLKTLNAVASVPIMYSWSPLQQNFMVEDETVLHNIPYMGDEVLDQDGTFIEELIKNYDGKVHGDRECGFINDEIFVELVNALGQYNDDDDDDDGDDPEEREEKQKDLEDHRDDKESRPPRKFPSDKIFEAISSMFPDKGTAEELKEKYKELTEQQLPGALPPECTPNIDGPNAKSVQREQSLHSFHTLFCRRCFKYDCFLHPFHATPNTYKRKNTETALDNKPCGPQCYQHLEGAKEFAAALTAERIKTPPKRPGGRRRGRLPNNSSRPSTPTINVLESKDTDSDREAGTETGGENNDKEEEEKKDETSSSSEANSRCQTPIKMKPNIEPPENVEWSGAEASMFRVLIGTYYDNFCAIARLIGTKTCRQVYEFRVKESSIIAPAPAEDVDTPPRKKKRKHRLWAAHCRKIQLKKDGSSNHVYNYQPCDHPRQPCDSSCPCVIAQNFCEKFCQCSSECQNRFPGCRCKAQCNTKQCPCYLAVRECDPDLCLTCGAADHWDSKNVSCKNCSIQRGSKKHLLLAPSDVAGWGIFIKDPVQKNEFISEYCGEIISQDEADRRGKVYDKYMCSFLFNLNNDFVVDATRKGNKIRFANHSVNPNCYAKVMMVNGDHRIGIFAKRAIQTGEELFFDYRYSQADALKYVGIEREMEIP
* marks the source's active call; other numbers are inactive results; nt = no result given.

The opening three entries, ahead of the listing:
Compound	IDH1 mut inh	PRC2 inh
CCCC#Cc1ccc2c(c1)O[C@H](CN(C)C(=O)COC)[C@@H](C)CN([C@H](C)CO)S2(=O)=O	1.8	-5
C[C@H](NC(=O)C[C@@H]1C=C[C@H](NC(=O)C2CCOCC2)[C@@H](CO)O1)c1ccccc1	-0.4	2
COc1ccc(S(=O)(=O)Nc2cccc3c2O[C@@H](CN(C)Cc2ccncc2)[C@H](C)CN([C@H](C)CO)C3=O)cc1	-2.0	nt

The listing, previewed entries included:
Compound	IDH1 mut inh	PRC2 inh
CCCC#Cc1ccc2c(c1)O[C@H](CN(C)C(=O)COC)[C@@H](C)CN([C@H](C)CO)S2(=O)=O	1.8	-5
C[C@H](NC(=O)C[C@@H]1C=C[C@H](NC(=O)C2CCOCC2)[C@@H](CO)O1)c1ccccc1	-0.4	2
COc1ccc(S(=O)(=O)Nc2cccc3c2O[C@@H](CN(C)Cc2ccncc2)[C@H](C)CN([C@H](C)CO)C3=O)cc1	-2.0	nt
C[C@H]1CN([C@@H](C)CO)C(=O)c2cc(NC(=O)CCCCCC(=O)Nc3ccccc3N)ccc2O[C@H]1CN(C)C(=O)Nc1ccc(C(F)(F)F)cc1	-0.2	-10
CCC(=O)N(C)C[C@H]1Oc2cc(C#Cc3ccccc3)ccc2S(=O)(=O)N([C@H](C)CO)C[C@H]1C	-0.5	-24
Cc1ccc(S(=O)(=O)N(C)C[C@@H]2Oc3c(NS(=O)(=O)c4cn(C)cn4)cccc3C(=O)N([C@H](C)CO)C[C@H]2C)cc1	0.0	nt
CCCC(=O)Nc1ccc2c(c1)C(=O)N(C)C[C@H](OC)[C@H](C)CN(Cc1ccc(F)cc1)[C@@H](C)CO2	-0.3	3
O=C(Nc1sccc1C(=O)NCc1ccco1)c1cccnc1	0.1	-9
Cc1ccc(-c2ccc3c(c2)O[C@@H](CN(C)C(=O)Nc2ccc(C(F)(F)F)cc2)[C@H](C)CN([C@H](C)CO)S3(=O)=O)cc1	0.1	nt
C[C@@H]1CN([C@@H](C)CO)C(=O)c2cc(NC(=O)Nc3cccc4ccccc34)ccc2O[C@@H](C)CCCCO[C@H]1CN(C)Cc1ccc(C(F)(F)F)cc1	-11	nt
COc1ccccc1-c1ccc2c(c1)O[C@@H](CN(C)CC1CC1)[C@@H](C)CN([C@H](C)CO)S2(=O)=O	-1.6	-12
COc1cc(OC)c(C2=NOC(C(=O)Nc3cccnc3)C2)cc1Cl (centres undefined)	-1.5	2
C[C@@H]1CN([C@H](C)CO)C(=O)c2cc(NC(=O)C3CCCCC3)ccc2O[C@H]1CN(C)C(=O)Nc1ccccc1	1.3	-4
CCCC(=O)Nc1ccc2c(c1)OC[C@@H](C)N(C(C)=O)C[C@H](C)[C@@H](OC)CN(C)C2=O	0.0	1
Cc1ccc(S(=O)(=O)N[C@@H]2CC[C@H](CCNC(=O)CN3CCOCC3)O[C@@H]2CO)cc1	0.3	-4
CCCCC[C@@H](O)CC(=O)CCc1ccc(O)c(OC)c1	0.2	7
C[C@H](CO)N1C[C@H](C)[C@H](CN(C)C(=O)C2CC2)Oc2ncc(C3=CCCC3)cc2C1=O	0.5	6
Cc1ccc(S(=O)(=O)N(C)C[C@@H]2Oc3ccc(NC(=O)Cn4cnnn4)cc3C(=O)N([C@H](C)CO)C[C@H]2C)cc1	-5.3	nt
C[C@@H]1CN([C@@H](C)CO)C(=O)Cc2cc(NC(=O)c3ccncc3)ccc2O[C@H]1CN(C)CC1CCCCC1	-0.1	nt
CCOC(=O)c1c(NC(=S)Nc2cnccn2)sc2c1CCCCCC2	0.3	8
CNC[C@@H]1Oc2ccc(NC(=O)Nc3ccc(F)cc3)cc2C(=O)N([C@@H](C)CO)C[C@H]1C	0.1	nt
Cc1ccc(-n2c(SCC(=O)Nc3ccc(Br)cc3)nnc2-c2cccs2)cc1	0.2	-10
COC(=O)c1ccc(NC(=O)CSc2nc(-c3ccccc3)cc(=O)[nH]2)cc1	0.5	8
COC(=O)c1cccc(NC(=O)CSc2nnc(-c3cc(OC)cc(OC)c3)o2)c1	2.4	-17
O=C(Nc1ccc(F)cc1)N[C@H]1CC[C@@H](CC(=O)N2CCCCC2)O[C@@H]1CO	-0.3	2
CO[C@@H]1CN(C)C(=O)c2ccc(NC(=O)C3CCCC3)cc2OC[C@H](C)N(CCC(F)(F)F)C[C@H]1C	-0.1	-24
C[C@@H]1CN([C@@H](C)CO)C(=O)c2cc(NC(=O)CCCN(C)C)ccc2O[C@@H]1CN(C)Cc1ccccc1	1.9	-4
Cc1ccc(S(=O)(=O)N(C)C[C@@H]2Oc3ncc(-c4ccc(F)cc4)cc3C(=O)N([C@H](C)CO)C[C@@H]2C)cc1	0.1	nt
CN(C)C(=O)C[C@@H]1CC[C@@H](NC(=O)C2CCC2)[C@H](CO)O1	0.0	21
C[C@@H]1CN([C@H](C)CO)C(=O)Cc2cc(NC(=O)Cc3cn(C)c4ccccc34)ccc2O[C@@H]1CN(C)Cc1ccc(C(F)(F)F)cc1	1.7	nt
CO[C@@H]1CN(C)C(=O)c2cc(NS(C)(=O)=O)ccc2OC[C@@H](C)N(C(=O)C2CCCCC2)C[C@H]1C	0.1	-5
C[C@@H]1CN([C@@H](C)CO)C(=O)c2cccc(NC(=O)NC3CCCCC3)c2O[C@H]1CN(C)Cc1ccc(C(=O)O)cc1	-0.3	-8
Cc1cccc(CSc2nc3c(c(=O)[nH]2)C(C(C)C)C2=C(CC(C)(C)CC2=O)N3)c1 (centres undefined)	1.6	-1
O=C(C[C@H]1CC[C@@H](NS(=O)(=O)c2ccc(F)cc2)[C@H](CO)O1)N1CCN(c2ccccc2)CC1	0.0	5
C[C@@H]1CN([C@@H](C)CO)C(=O)c2cc(NC(=O)Nc3ccc(C(F)(F)F)cc3)ccc2O[C@H]1CN(C)C(=O)Nc1cccc2ccccc12	2.5	nt
C[C@@H]1CN([C@H](C)CO)C(=O)c2cc(-c3ccc(F)cc3)cnc2O[C@@H]1CN(C)CC1CCCC1	0.2	-8
C[C@H]1CN([C@@H](C)CO)C(=O)c2cccc(NC(=O)C3CCOCC3)c2O[C@H]1CN(C)C(=O)Nc1ccc(F)cc1	2.3	0
COc1cc2ccc(=O)oc2cc1OCC=C(C)C	-0.3	nt
Cc1c(NC(=O)CN(c2cc(Cl)c(Cl)cc2Cl)S(C)(=O)=O)cccc1[N+](=O)[O-]	0.3	-12
C[C@@H]1CN([C@@H](C)CO)C(=O)c2cc(NC(=O)Nc3ccc(C(F)(F)F)cc3)ccc2O[C@@H](C)CCCCO[C@H]1CN(C)Cc1ccc(C(=O)O)cc1	2.1	nt
CCCC#Cc1ccc2c(c1)O[C@H](CN(C)Cc1cncnc1)[C@@H](C)CN([C@H](C)CO)S2(=O)=O	-0.4	-3
Cc1cc(C(=O)Nc2cccc3c2O[C@H](CN(C)C)[C@H](C)CN([C@H](C)CO)C3=O)n(C)n1	-2.8	-2
NC(=O)c1ccc(-n2c(CCC(=O)O)ccc2-c2ccccc2)cc1	3.5	10
CCS(=O)(=O)Nc1ccc2c(c1)C(=O)N(C)C[C@@H](OC)[C@H](C)CN(C(=O)C1CCC1)[C@H](C)CO2	0.2	4
CN1C(=O)c2ccccc2NC(=O)/C1=C\c1ccccc1	0.6	nt
C[C@@H]1CN([C@@H](C)CO)C(=O)c2cc(C#C[C@@H](C)O)cnc2O[C@@H]1CN(C)C(=O)c1ccncc1	-3.6	2
C[C@@H]1CN([C@H](C)CO)C(=O)Cc2cc(NC(=O)Nc3ccc4c(c3)OCO4)ccc2O[C@@H]1CN(C)Cc1ccc2c(c1)OCO2	-0.1	-15
C[C@H](CO)N1C[C@H](C)[C@H](CN(C)C(=O)CC2CC2)Oc2cc(C#CC3CC3)ccc2S1(=O)=O	0.6	-21
COc1cc(CO)ccc1OC(C)=O	nt	6
COc1ccc(CN(C)C[C@@H]2Oc3ccc(NC(=O)Cn4cnnn4)cc3C(=O)N([C@@H](C)CO)C[C@H]2C)cc1	1.2	-5
CC(C)(C)[S@@](=O)N1Cc2cc(C(=O)NCCc3ccncc3)nc(-c3cccc(-c4cccc(C#N)c4)c3)c2[C@H]1CCO	0.0	-8
COc1ccccc1S(=O)(=O)N(C)C[C@H]1Oc2ncc(-c3ccc(C)cc3)cc2C(=O)N([C@@H](C)CO)C[C@H]1C	-0.4	-4
CC(C)NC(=O)N(C)C[C@@H]1Oc2ncc(C3=CCCCC3)cc2C(=O)N([C@@H](C)CO)C[C@H]1C	-0.2	nt
C[C@@H]1CN([C@@H](C)CO)C(=O)c2cc(C3=CCCCC3)cnc2O[C@H]1CN(C)C(=O)c1cccnc1	nt	6
CC(C)COC(=O)N(C)C[C@@H]1OCc2cnnn2CCCC(=O)N([C@H](C)CO)C[C@H]1C	nt	0
COc1ccc(NC(=O)Nc2ccc3c(c2)C(=O)N([C@@H](C)CO)C[C@H](C)[C@H](CN(C)C(=O)NC2CCCCC2)O3)cc1	nt	-6
CCC(=O)N(C)C[C@@H]1Oc2ncc(C#CC(C)(C)O)cc2C(=O)N([C@@H](C)CO)C[C@H]1C	-0.8	-7
C[C@H](CO)N1C[C@H](C)[C@H](CN(C)Cc2ccc(C(F)(F)F)cc2)Oc2ccc(NC(=O)C3CC3)cc2CC1=O	-0.3	-7
Cc1noc(C)c1NC(=O)Nc1cccc2c1O[C@@H](CN(C)CC1CC1)[C@H](C)CN([C@@H](C)CO)C2=O	0.4	nt
CC(C)CC#Cc1ccc2c(c1)O[C@H](CN(C)Cc1ccc3c(c1)OCO3)[C@H](C)CN([C@H](C)CO)S2(=O)=O	-0.4	nt

3 records drawn at random from the list so far:
Compound	IDH1 mut inh	PRC2 inh
C[C@@H]1CN([C@@H](C)CO)C(=O)c2cc(C3=CCCCC3)cnc2O[C@H]1CN(C)C(=O)c1cccnc1	nt	6
C[C@@H]1CN([C@@H](C)CO)C(=O)c2cc(NC(=O)Nc3cccc4ccccc34)ccc2O[C@@H](C)CCCCO[C@H]1CN(C)Cc1ccc(C(F)(F)F)cc1	-11	nt
Cc1c(NC(=O)CN(c2cc(Cl)c(Cl)cc2Cl)S(C)(=O)=O)cccc1[N+](=O)[O-]	0.3	-12

The list continues:
Values in the order: IDH1 mut inh, PRC2 inh
> Cc1noc(C)c1NC(=O)Nc1cccc2c1O[C@H](CN(C)CC1CC1)[C@H](C)CN([C@H](C)CO)C2=O
→ 2.2, nt
> CCCNC(=O)Nc1ccc2c(c1)OC[C@H](C)N(C)C[C@H](C)[C@@H](OC)CN(C)C2=O
→ 0.1, 5
> O=C(C[C@H]1C=C[C@@H](NC(=O)c2ccccc2)[C@H](CO)O1)Nc1ccc(-c2ccccc2)cc1
→ 0.4, -2
> C[C@H](CO)N1C[C@H](C)[C@@H](CN(C)CC2CCCCC2)Oc2ncc(C#C[C@@H](C)O)cc2C1=O
→ 0.9, nt
> C[C@@H]1CN([C@@H](C)CO)C(=O)c2cc(NS(C)(=O)=O)ccc2O[C@@H](C)CCCCO[C@@H]1CN(C)C(=O)c1ccccc1
→ 2.6, 9
> CCC(=O)N1C[C@H](C)[C@@H](OC)CN(C)C(=O)c2ccc(NS(C)(=O)=O)cc2OC[C@@H]1C
→ 0.0, 1
> C[C@@H]1CN([C@H](C)CO)C(=O)Cc2cc(NC(=O)c3ccncc3)ccc2O[C@@H]1CN(C)Cc1ccc(-c2ccccc2)cc1
→ nt, 4
> Cc1ccc(S(=O)(=O)N(C)C[C@H]2Oc3ccc(NC(=O)c4ccncc4)cc3C(=O)N([C@H](C)CO)C[C@H]2C)cc1
→ -3.0, -3
> CC(C)(C)c1cc(C(F)(F)F)c(C#N)c(SCC(=O)Nc2cccc(F)c2)n1
→ 0.5, -5
> C[C@H]1CN([C@@H](C)CO)C(=O)c2cc(-c3cccc(C#N)c3)cnc2O[C@@H]1CN(C)Cc1ccncc1
→ 0.6, nt
> CO[C@@H]1CN(C)C(=O)c2cc(NC(=O)C3CCCCC3)ccc2OC[C@@H](C)N(C(=O)c2ccccc2)C[C@@H]1C
→ 0.0, -3
> C[C@@H]1CN([C@H](C)CO)C(=O)c2cc(NC(=O)Nc3ccccc3)ccc2O[C@@H]1CN(C)C(=O)Nc1ccccc1
→ 0.0, 0
> CCC(=O)N(C)C[C@H]1Oc2cc(C#CCN(C)C)ccc2S(=O)(=O)N([C@@H](C)CO)C[C@H]1C
→ -0.4, 4
> C[C@@H]1CN([C@@H](C)CO)C(=O)c2cc(/C=C/c3ccccc3)cnc2O[C@H]1CN(C)C(=O)c1cccnc1
→ -0.7, nt
> COC(=O)Cc1c(C)c2cc(Cl)c(OC(C)C(C)=O)cc2oc1=O (centres undefined)
→ 0.1, nt
> COc1cccc(S(=O)(=O)N[C@H]2CC[C@H](CCNC(=O)Nc3cc(F)ccc3F)O[C@H]2CO)c1
→ 0.0, -8
> CC(C)C1NC(=O)/C(=C/c2cnc[nH]2)NC1=O (centres undefined)
→ -1.1, 0
> CCC(Oc1cccc(NC(=O)c2ccc([N+](=O)[O-])cc2)c1)C(=O)c1ccccc1 (centres undefined)
→ -0.2, 5
> CC(C)NC(=O)Nc1ccc2c(c1)C(=O)N([C@H](C)CO)C[C@@H](C)[C@@H](CN(C)Cc1ccccc1)O2
→ 0.2, -3
> C[C@@H]1CN([C@H](C)CO)C(=O)Cc2cc(NS(=O)(=O)c3cn(C)cn3)ccc2O[C@H]1CN(C)S(=O)(=O)c1ccc(F)cc1
→ 0.3, nt
> C[C@H](NC[C@H](O)CP(=O)(O)CC1CCCCC1)c1ccc(Cl)c(Cl)c1
→ -1.3, nt
> CC(C)NC(=O)N(C)C[C@H]1Oc2c(NC(=O)C3CCCCC3)cccc2C(=O)N([C@H](C)CO)C[C@H]1C
→ nt, 26
> Cc1noc(C)c1NC(=O)N(C)C[C@@H]1OCCCC[C@@H](C)Oc2ccc(NC(=O)Nc3ccc4c(c3)OCO4)cc2C(=O)N([C@@H](C)CO)C[C@H]1C
→ 1.1, nt
> C[C@@H]1CN([C@H](C)CO)C(=O)c2cc(C#CC3(O)CCCC3)cnc2O[C@@H]1CN(C)C
→ -0.6, -1

Not all compounds are listed, so the mix of outcomes need not match the whole.
